# Large T inhibition – SV40 large T antigen inhibitors, biochemical (AID 1903) | SV40 large T antigen ATPase/helicase inhibition assay; higher % means a stronger effect | inhibition, % at 20 µM; hits with a dose series show IC50 in µM | 310,000 compounds, 0.39% hits; in the data active = a potency from the dose series; inconclusive = inhibition mostly from about 32% at the one dose, without a potency; inactive = the rest, 99 in 100 with inhibition below about 32%; note: strong numbers were not always called active
# MgcRacGAP inhibition – MgcRacGAP GTPase-activating activity inhibitors, confirmation, biochemical, ADP Hunter fluorescence. Rac GTPase-activating protein 1 (Homo sapiens). MgcRacGAP-stimulated Rac1 GTP hydrolysis, ADP Hunter fluorescence; higher % means a stronger effect; GST-tagged Rac1 F28L mutant substrate. inhibition, % at 30 µM; hits with a dose series show IC50 in µM. 340,000 compounds, 0.6% hits;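 active = first-screen hits whose inhibition reached a set limit at any dose in the follow-up dose series; inconclusive = inhibition above the set first-screen limit but never retested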;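 note: fluorescence reports GDP produced by GAP-driven GTP hydrolysis; strong numbers were not always called active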
# Dengue-2 NS5 capping – Dengue-2 NS5 methyltransferase inhibitors, primary screen, biochemical, confirmation dose response (AID 588689); Genome polyprotein (Dengue virus type 2 (strain 16681-PDK53)); Dengue-2 NS5 methyltransferase capping enzyme assay, biochemical; higher % means a stronger effect; inhibition, % at 25 µM; hits with a dose series show IC50 in µM; 340,000 compounds, 0.3% hits; in the data active = a potency from the dose series; inconclusive = inhibition above about 29% without an active follow-up result
# West Nile antiviral – West Nile virus antiviral activity, cell-based, CPE readout (AID 1621) | West Nile virus-infected cells, CPE inhibition; higher % means a stronger effect | 290,000 compounds, 0.02% hits | CPE inhibition, % at 10 µM; hits with a dose series show IC50 in µM; in the data active = a potency from the dose series; inconclusive = CPE inhibition mostly from about 3.7% at the one dose, without a potency; inactive = the rest, 99 in 100 with CPE inhibition below about 2.2%; note: strong numbers were not always called active
# PhoP inhibition – inhibitors of PhoP regulon expression, primary screen, Salmonella Typhimurium, GFP reporter (AID 1863) | S. Typhimurium PhoP-regulated promoter GFP reporter, 4 h; higher % means a stronger effect | 300,000 compounds, 0.16% hits | inhibition, % at 50 µM, or IC50 in µM where a hit was titrated;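 active = inhibition over 29.93%, a cutoff 3 SD above the screen mean, later confirmed by dose response; inconclusive = inhibition over 29.93% but no dose response follow-up; inactive = inhibition at most 29.93% or unconfirmed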;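 note: 0% = low Mg2+ inducing control and 100% = high Mg2+ repressing control; strong numbers were not always called active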
# GPR35 arrestin U2OS – GPR35 antagonists blocking zaprinast-driven arrestin recruitment, primary screen, imaging, U2OS, beta-arrestin-GFP, zaprinast agonist (AID 2058). U2OS GPR35 beta-arrestin-GFP translocation imaging, zaprinast antagonism; higher % means a stronger effect. inhibition, % at 10 µM, or IC50 in µM where a hit was titrated. 290,000 compounds, 0.052% hits;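 active = inhibition of at least 50% with at least 30 cells and total cytoplasm GFP at most 10,000,000; inconclusive = under 30 cells or total GFP of 10,000,000 plus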
# RSV CPE inhibition – RSV antiviral activity via CPE protection, HEp-2 cells, primary 10 µM value included (AID 2391); HEp-2 cells, RSV-induced CPE inhibition; higher % means a stronger effect; CPE inhibition, % at 10 µM, or IC50 in µM where a hit was titrated; 310,000 compounds, 0.13% hits; in the data active = a potency from the dose series; inconclusive = CPE inhibition mostly from about 23% at the one dose, without a potency; inactive = the rest, 99 in 100 with CPE inhibition below about 21%; note: strong numbers were not always called active
# LYP phosphatase – inhibitors of LYP phosphatase, biochemical, fluorescence intensity, uHTS (AID 1779); 290,000 compounds, 0.054% hits; recombinant LYP phosphatase, fluorescence intensity; higher % means a stronger effect; inhibition, % at 11.5 µM; hits with a dose series show IC50 in µM; Tyrosine-protein phosphatase non-receptor type 22 (Homo sapiens); in the data active = inhibition above about 50%;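 note: plate controls were vehicle with enzyme for no effect and no enzyme for full effect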
# ER stress rescue – rescue of cells from ER stress-induced death, primary screen, 384-well, CSM14.1, thapsigargin, ATP luminescence (AID 1222). cellular ATP content (survival), % at 20 µM; hits with a dose series show EC50 in µM. CSM14.1 thapsigargin-induced death rescue, ATP luminescence; higher % means a stronger effect. 190,000 tested, under 10 active;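 active = EC50 below 50 µM in the dose-response confirmation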;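 note: death triggered by thapsigargin at about 15 µM added after 2 h compound pretreatment; cell ATP read after overnight thapsigargin exposure of roughly 18 to 22 hours; normalized against plate controls of thapsigargin alone and 5% DMSO vehicle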
# Dengue-2 NS5 capping pilot replicate – also measured in Dengue-2 NS5 capping; calls as there; inhibition, %; measured here: pilot screen replicate inhibition
# Starred values were filed as active, the others as inactive; ? = inconclusive; / = no result given; & = joins results of further samples.
SMILES,Large T inhibition,MgcRacGAP inhibition,Dengue-2 NS5 capping,West Nile antiviral,PhoP inhibition,GPR35 arrestin U2OS,RSV CPE inhibition,LYP phosphatase,ER stress rescue,others
O=C(O)c1ccccc1Oc1ccc(Oc2ccccc2)cc1,10%,10%,-3%,-0.3%,1%,5%,1.1%,-8%,/,
Cc1cc(-c2ccc(C)c(S(=O)(=O)NC(C)Cc3ccco3)c2)on1 (centres undefined),12%,12%,5%,3.1%,-3%,-8%,6.9%,-8%,/,
Cc1nc2c(-c3ccc(Cl)cc3)c(C)[nH]n2c(=O)c1Cc1ccccc1,5%,5%,10%,-1.4%,-7%,-18%,13%,1%,-5.5%,
COc1ccc(N(CC(=O)NCc2ccccc2OC)S(=O)(=O)c2c(C)nn(C)c2C)cc1,4%&14%,14%,5%,0.0%,8%,-18%,-0.7%,-12%,4.9%,
N#CC1=C(N)Nc2nc3ccccc3n2C1c1ccc(Cl)cc1 (centres undefined),7%,2%,-6%,-1.5%,-4%,-6%,11%,-2%,-0.4%,
CCCCC(=O)Nc1cccc(NC(=S)NC(=O)Cc2ccccc2)c1,5%,11%,2%,-0.6%,7%,6%,1.7%,-2%,-0.9%,
O=C(OC(C(=O)Nc1ccc(Cl)c(C(F)(F)F)c1)c1ccccc1)C1=COCCO1 (centres undefined),1%,5%,-4%,-1.0%,-8%,-14%,18%,1%,-0.3%,
Nc1ccc(-c2nnn(Cc3ccccc3F)n2)cc1,3%,9%,-4%,-0.3%,7%,1%,2.8%,-13%,/,
COc1ccc([N+](=O)[O-])cc1NC(=O)C(C)OC(=O)c1ccccc1C(=O)c1ccc(Cl)cc1 (centres undefined),-19%,2%,0%,-0.5%,30%,-3%,5.0%,1%,-1.4%,
COCCn1nnnc1CN(CCc1ccc(OC)c(OC)c1)Cc1cc2ccc(C)cc2[nH]c1=O,13%,13%,7%,-0.2%,-4%,0%,0.2%,-2%,-0.7%,
O=C(c1ccc(-c2ccccc2)c(F)c1)C1CCCN(CCCn2cccn2)C1 (centres undefined),11%,12%,-5%,-1.0%,4%,9%,-2.6%,-3%,/,
COC(=O)COc1cc(OCC(=O)OC)c2c(C)c(Cl)c(=O)oc2c1,7%,8%,-6%,-0.1%,0%,/,0.6%,-19%,-0.9%,
Cc1cc(Br)ccc1OCC(=O)NNC(=O)Cc1ccccc1,9%,-19%,-6%,-0.6%,-7%,-7%,1.9%,-3%,0.5%,
CN(Cc1ccccc1)C(=O)COc1ccccc1Cl,6%,5%,-5%,0.0%,3%,3%,-0.7%,-9%,/,
Cc1ccc(-c2ccc(/C=N/NC(=O)CN3CCCC3)o2)cc1Cl,8%,15%,-6%,0.1%,-1%,14%,3.0%,-4%,-2.5%,
Cc1ccc(NC(=O)c2c(-c3ccccc3)noc2C)nc1,4%,6%,-8%,1.0%,-5%,-4%,1.0%,-4%,-2.8%,
COc1ccc(NC(=O)c2ccc(Cl)c(S(=O)(=O)N3CCc4ccccc4C3)c2)cn1,15%,5%,13%,-0.8%,-11%,-3%,-0.2%,0%,/,
O=C1CSCC(=O)N1Cc1ccc(Cl)c(Cl)c1,0%,10%,2%,0.7%,-3%,2%,1.6%,-4%,/,
CC(C(c1ccc2c(c1)OCO2)c1c(N)n(C)c(=O)n(C)c1=O)[N+](=O)[O-] (centres undefined),11%,-10%,-5%,/,/,/,-0.1%,/,/,
COc1ccc(NC(=O)c2ccc(-c3ccc(-c4noc(C)n4)cc3C)cc2)cc1N1CCN(C)CC1,5%,7%,4%,/,-12%,/,-3.8%,/,/,
C=CCN1C=C/C(=C\C=C(C#N)C#N)c2ccccc21,17%,9%,-22%,-1.1%,3%,-8%,4.2%,-7%,-4.4%,
COc1ccc(N2CCN(CC(O)COc3ccccc3[N+](=O)[O-])CC2)cc1 (centres undefined),26%,-19%,7%,-0.8%,16%,3%,1.4%,-4%,-0.2%,
Cc1cc(C)n2cc(CSc3nncn3C)nc2n1,19%,1%,-1%,0.2%,-1%,-11%,1.0%,-10%,-1.4%,
C#CCOCCOCCOCCNc1nc(N2CCN(C(=O)[C@H]([C@@H](C)CC)n3cc([C@@H](N)Cc4ccc(O)cc4)nn3)CC2)nc(N2CCN(C(=O)[C@H](Cc3ccc(O)cc3)n3cc([C@@H](N)CC(C)C)nn3)CC2)n1,5%,9%,1%,0.4%,-1%,-7%,0.0%,-8%,0.5%,
COc1cc(-c2nc3c(c(C)nn3-c3ccccc3)c3cc(OC)c(OC)cc23)ccc1O,9%,14%,-6%,0.0%,-12%,1%,57%,-6%,0.7%,
# (listing goes on)
SMILES,Large T inhibition,MgcRacGAP inhibition,Dengue-2 NS5 capping,West Nile antiviral,PhoP inhibition,GPR35 arrestin U2OS,RSV CPE inhibition,LYP phosphatase,ER stress rescue,others
CCN1CCc2c(C#N)c(NCc3ccccc3)nc(NCCO)c2C1,12%,4%,11%,-0.1%,-2%,8%,0.0%,-11%,-0.9%,
CCS(=O)(=O)NCCc1ccc(OC)c(OC)c1,1%,6%,-15%,0.2%,-11%,-1%,0.5%,-8%,-2.5%,
O=C(CCc1nc2sc3c(c2c(=O)[nH]1)CCCC3)NCCOc1ccccc1,11%,3%,-17%,/,-10%,/,0.4%,/,/,
Cc1cc(C)cc(OCC(=O)NC2=NCCS2)c1,0%,4%,1%,0.4%,9%,-9%,0.9%,-5%,0.3%,
CCOc1ccc(C2C(C(=O)O)CCC(=O)N2C2CCCCC2)cc1 (centres undefined),-5%,5%,-2%,0.4%,3%,17%,-0.3%,-10%,-4.8%,
CC(=O)c1cccc(OCCN2C(=O)NC(C)(C)C2=O)c1,14%,0%,-4%,1.2%,0%,-3%,-0.3%,-10%,-2.6%,
COc1ccc(-n2cc(CNC3CCC(O)CC3)c(-c3cccc(F)c3)n2)cc1 (centres undefined),7%,2%,-5%,-0.5%,1%,-3%,-1.3%,-11%,-3.4%,
COc1ccc(/C(N)=N/OC(=O)c2ccco2)cc1,6%,-1%,/,-0.1%,1%,0%,2.2%,1%,-1.2%,
Cc1ccc(NC(=S)N2CCC(NC(=O)c3ccco3)CC2)cc1C,6%,8%,-2%,-0.5%,0%,6%,1.6%,-14%,/,
COc1ccc(S(=O)(=O)N/N=C(/C)c2ccco2)cc1,3%,8%,-2%,-0.2%,12%,-3%,1.6%,-1%,/,
CCOC(=O)c1c(CN2CCOCC2)n(-c2ccccc2)c2cc(Br)c(OC)cc12,-1%,4%,-2%,1.2%,-6%,-4%,21%,2%,7.0%,
O=C(NC1CC1)c1cc2c(F)cccc2s1,9%,1%,-6%,-0.3%,9%,-15%,15%,-9%,-1.5%,
Cc1nc(C(F)(F)F)ccc1C(=O)Nc1ccccc1F,4%,-2%,-9%,-0.2%,-2%,12%,2.7%,-8%,/,
COc1cccc(C(=O)N2CCN(Cc3ccccn3)CC2)c1,16%,?,1%,0.1%,0%,11%,0.1%,-9%,/,
O=C1c2cccc3c([N+](=O)[O-])ccc(c23)C(=O)N1c1nccs1,13%,8%,7%,-0.4%,-28%,-6%,5.8%,-1%,2.5%,Dengue-2 NS5 capping pilot replicate=3.3
Cc1cc2oc3ccc(NCCC4CCCN4C)cc3c(=O)c2cc1C (centres undefined),14%,15%,24%,-1.2%,-7%,/,-4.6%,/,/,
COc1cccc(NC(=O)c2ccc(NC(=O)C(C)C)cc2)c1,-5%,-2%,-9%,-0.2%,12%,-8%,4.1%,2%,-3.0%,
Cc1cc2c(ncn2Cc2ccccc2)c(N)c1C,31%,16%,-2%,0.8%,-2%,4%,1.4%,6%,0.1%,
CCN(CC)S(=O)(=O)c1ccc(/C=C/C(=O)OCC(=O)Nc2ccc(C(N)=O)cc2)cc1,5%,9%,-5%,0.1%,8%,5%,3.5%,-5%,-0.4%,
CCNC(=O)c1sccc1-n1cccc1,2%,-8%,0%,0.0%,-9%,-12%,1.1%,-2%,-0.9%,
COc1ccccc1NC(=O)CSc1nnc(-c2ccoc2C)n1CC1CCCO1 (centres undefined),0%,10%,-4%,0.7%,-6%,-10%,0.8%,-7%,2.4%,
CCCCC[C@H](O)/C=C/[C@@H]1[C@@H](C/C=C\CCCC(=O)OC)[C@@H](O)C[C@H]1O,6%,3%,-4%,0.5%,-2%,-3%,5.8%,2%,-0.5%,
N#CCSc1ncccc1-c1nc2ccccc2[nH]1,20%,-1%,/,0.1%,1%,2%,0.6%,-3%,0.6%,
Cc1noc(C)c1S(=O)(=O)N(C)CC(=O)Nc1ccc(F)cc1,7%,-7%,1%,-0.2%,3%,4%,0.3%,-9%,1.2%,
CSc1ccc(C#N)cc1NC(=O)c1ccc(Cl)cc1Cl,12%,7%,-9%,-0.2%,8%,-2%,2.8%,2%,-0.4%,
# Next entries.
SMILES,Large T inhibition,MgcRacGAP inhibition,Dengue-2 NS5 capping,West Nile antiviral,PhoP inhibition,GPR35 arrestin U2OS,RSV CPE inhibition,LYP phosphatase,ER stress rescue,others
S=C(Nc1ccccc1)Nc1cccc(Br)c1,3%,6%,3%,-0.4%,-10%,-4%,0.5%,-5%,-2.5%,
O=C(NC(=S)Nc1cccc(Cl)c1N1CCCCC1)c1cccs1,4%,7%,-3%,?,4%,13%,3.0%,3%,-0.8%,
CCOn1c(=O)c(-c2cccs2)[n+]([O-])c2ccccc21,7%,-7%,3%,-0.5%,-4%,11%,-1.2%,-1%,4.4%,
CC(=O)c1c(C)[nH]c(C(=O)OCC(=O)NCCC(C)C)c1C,10%,12%,-1%,-1.0%,-1%,-8%,-0.6%,-4%,-1.3%,
CCC(C)(C)NC(=O)C(c1ccc(O)cc1)N(C(=O)Cn1nnc2ccccc21)c1ccc(NC(C)=O)cc1 (centres undefined),9%,-9%,2%,0.7%,-3%,2%,-1.0%,-5%,/,
O=C1C2CC=C(Cl)CC2C(=O)N1CCC[n+]1ccccc1 (centres undefined),14%,6%,-5%,0.3%,-5%,-10%,3.2%,-8%,0.3%,Dengue-2 NS5 capping pilot replicate=-6.8
COC(=O)C1C(=O)c2c([nH]c(C(=O)OCC3CCCO3)c2C)CC1C (centres undefined),-5%,6%,1%,-0.1%,8%,-3%,1.9%,1%,/,
COCCNC(=S)NC1CC2CCC(C1)N2Cc1ccccc1 (centres undefined),1%,1%,1%,0.5%,5%,-2%,0.9%,-2%,-1.4%,
COc1ccc(OC)c2nc(-c3ccc4c(c3)OCO4)ccc12,7%,5%,4%,-0.8%,4%,-9%,?,-3%,/,

# Compound activity deposited in PubChem BioAssay by several laboratories.
